# Source: PubChem BioAssay
# M1 PAM – human CHRM1 positive allosteric modulation | P11229 | CHO-K1 hM1, Fluo-8 calcium fluorescence, ACh EC20; 0% = ACh EC20, 100% = maximal ACh | activation, % at 3 µM | actives 0.088% (n = 360,000) | AID 588819; in the data active means activation above about 19%, passing the limit was not always enough
# Target sequence (P11229 whole entry, looked up): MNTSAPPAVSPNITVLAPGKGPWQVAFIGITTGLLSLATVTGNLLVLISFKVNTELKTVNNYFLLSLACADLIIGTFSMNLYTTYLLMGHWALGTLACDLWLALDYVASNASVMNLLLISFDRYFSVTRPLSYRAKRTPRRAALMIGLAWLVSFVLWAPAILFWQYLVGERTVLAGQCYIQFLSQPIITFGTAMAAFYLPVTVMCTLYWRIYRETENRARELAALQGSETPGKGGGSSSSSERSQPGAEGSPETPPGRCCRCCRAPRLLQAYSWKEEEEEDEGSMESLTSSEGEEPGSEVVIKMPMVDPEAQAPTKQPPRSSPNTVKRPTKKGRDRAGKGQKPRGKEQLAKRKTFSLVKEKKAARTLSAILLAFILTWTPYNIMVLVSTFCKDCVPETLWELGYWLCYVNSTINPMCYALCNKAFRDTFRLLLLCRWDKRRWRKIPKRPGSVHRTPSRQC
# M4 antag – CHRM4 antagonism in calcium assay. inhibition, % at 3 µM. actives 0.73% (n = 360,000). CHO-hM4 cells, ACh EC80, Fluo-8 calcium fluorescence. P08173;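 active means inhibition above its plate's cutoff, the mean inhibition of sample wells plus 3 SD, cut at about 27% in these data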;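 further: 0% = acetylcholine EC80 with DMSO and 100% = DMSO without agonist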
# Target sequence (P08173 whole entry, looked up): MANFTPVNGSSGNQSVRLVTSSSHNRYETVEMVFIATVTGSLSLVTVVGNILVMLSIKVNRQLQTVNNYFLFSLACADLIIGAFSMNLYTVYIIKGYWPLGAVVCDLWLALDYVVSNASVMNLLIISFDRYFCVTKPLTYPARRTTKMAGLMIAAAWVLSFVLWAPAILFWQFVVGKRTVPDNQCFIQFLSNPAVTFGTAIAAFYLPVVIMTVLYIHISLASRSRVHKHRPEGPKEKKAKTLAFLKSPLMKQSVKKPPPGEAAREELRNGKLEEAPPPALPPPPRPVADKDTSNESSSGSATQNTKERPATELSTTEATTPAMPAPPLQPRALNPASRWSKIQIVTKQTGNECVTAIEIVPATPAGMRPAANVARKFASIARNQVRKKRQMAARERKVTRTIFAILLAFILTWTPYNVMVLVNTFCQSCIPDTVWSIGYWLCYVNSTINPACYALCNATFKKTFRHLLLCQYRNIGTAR
# CRFR2-BP ag – agonists of human CRF-binding protein/CRF-R2 receptor complex; AID 588473; actives 0.46% (n = 350,000); HEK293 CRF-R2/CRF-BP, calcium dye fluorescence (FLIPR); percent of saturating CRF peptide response; activation, % at 13.2 µM;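 active means activation of at least 50%, plus an integration ratio under a set limit after plate pattern correction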;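 further: plate controls were neutral control wells without compound for no effect and CRF at EC100 for full effect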
# CRFBP-R2 block – CRF-BP/CRF-R2 complex antagonism; inhibition, % at 11.8 µM; actives 0.59% (n = 350,000); HEK293 CRF-R2/CRF-BP, CRF-induced calcium fluorescence;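 active means inhibition of the ligand-induced calcium signal above about 50% at the single tested concentration, limit read from the data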
# M5 ag – agonists of human muscarinic M5 receptor (CHRM5). actives 0.19% (n = 360,000). P08912. activation, % at 3 µM. CHO-K1 hM5 cells, Fluo-8 calcium fluorescence; 0% DMSO wells, 100% maximal acetylcholine response;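 active means activation above the run's mean over test compounds plus 3 SD, cut at about 23% in these data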;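 further: signal is peak over basal fluorescence ratio across the kinetic read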
# CHRM5 PAM – potentiates acetylcholine response at human M5 receptor | activation, % at 3 µM | CHO-K1 hM5, Fluo-8 calcium, ACh EC20 PAM; 0% = ACh EC20, 100% = ACh EC100 | AID 624038 | P08912 | actives 0.3% (n = 360,000);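 active means activation above the run cutoff, the mean activation of all test compounds plus 3 SD, cut at about 18% in these data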
#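 System – CHO-K1 hM5 cells · Compound – 3 µM, single dose · Incubation – compound preincubation 140 s before EC20 acetylcholine addition · Technique – Fluo-8 calcium fluorescence · Measure – Max/basal fluorescence ratio as % of EC20–EC100 ACh window · Benchmarks – low control EC20 acetylcholine (0%), high control EC100 acetylcholine (100%) · Replication – singlicate, one well per test compound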
# M4 PAM – positive allosteric modulators of human muscarinic M4 receptor. P08173. CHO-K1 hM4/Gqi5, Fluo-8 calcium fluorescence, ACh EC20; 0% = ACh EC20, 100% = maximal ACh. activation, % at 3 µM. actives 0.4% (n = 360,000);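 active means activation above its plate's cutoff, the mean activation of sample wells plus 3 SD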; further: some results filed as inactive read as strong as hits
# CHRM5 antagonist – CHRM5 antagonism in calcium assay. actives 0.59% (n = 360,000). AID 624040. inhibition, % at 3 µM. CHO-hM5 cells, Fluo-8 calcium fluorescence, ACh EC80;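 active means inhibition above a per-plate cutoff, the mean of that plate's test compounds plus 3 SD, cut at about 27% in these data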;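 further: 0% = acetylcholine EC80 with DMSO and 100% = DMSO without agonist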
# CHRM4 agonist – agonists of human muscarinic M4 receptor (CHRM4); P08173; actives 0.14% (n = 360,000); AID 624127; CHO-K1 hM4/Gqi5, Fluo-8 calcium fluorescence; vehicle 0%, full acetylcholine response 100%; activation, % at 3 µM;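 active means activation above the run mean over all test wells plus 3 SD, cut at about 32% in these data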;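 further: peak over basal fluorescence ratio per well then scaled between controls; 0% = DMSO wells and 100% = acetylcholine at EC100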
# Numbers without * were called inactive; nt = no result given; & = joins results of further samples.
M1 PAM	M4 antag	CRFR2-BP ag	CRFBP-R2 block	M5 ag	CHRM5 PAM	M4 PAM	CHRM5 antagonist	CHRM4 agonist	SMILES
1	2	3.5	2	1	1	-7	9	6	CON(C)S(=O)(=O)c1cccc(C(=O)Oc2ccc(N(C)S(=O)(=O)c3ccccc3)cc2)c1
-14	15	0.0	1	0	-4	-7	18	0	Cc1ccc(S(=O)(=O)N2CCc3ccccc3CC2)cc1
6	0	1.7	2	0	2	0	1	7	O=C(Nc1cc(-c2ccccc2)[nH]n1)c1ccc(Cl)cc1
12	4	-1.4	-7	1	-2	-2	-4	0	CC1(C)Oc2ccc3ccc(=O)oc3c2C(/C=N/O)C1=O (configuration not stated)
-1	5	55*	-56	-3	-2	5	9	3	Cc1ccc(S(=O)(=O)NCC(=O)N(CC(=O)NCc2ccco2)Cc2ccccc2)cc1
-6	-2	1.7	-35	-2	-1	-10	1	6	Cc1ccc(NC(=O)C(c2ccccc2)c2ccccc2)nc1
6	3	-1.6	3	-8	-5	-2	5	2	O=C(Nc1ccc2c(c1)OCCO2)c1cccc(Br)c1
8	-5	-1.9	8	-2	-3	8	2	-1	Cc1ccc(C)c(NC(=O)CSc2ccc(-c3cccs3)nn2)c1
7	-2	-5.6	1	-8	-1	-2	-5	-1	CCn1c(C(c2ccccc2)c2ccccc2)n[nH]c1=S
13	6	0.3	-6	0	-1	-2	1	1	CCN(CC)c1nc(OC)nc(-n2nnc(C(C)=O)c2C)n1
12	-10	-0.1	7	-1	1	12	-1	2	CCCOc1ccc2cc(C(=O)NCc3ccccc3)c(=O)oc2c1
6	3	4.2	-5	-4	-1	4	-5	1	CCOC(=O)/C(C#N)=C\c1ccc(OCC(=O)Nc2ccc(C)cc2C)c(OC)c1
3	5	0.4	-2	-1	0	7	0	0	CCCNc1nc(C)c(C(C)=O)cc1C#N
5	7	0.6	18	1	0	-5	3	nt	COc1cc(Cl)c(S(=O)(=O)n2cnc(C)c2)cc1Cl
10	-1	-4.3	-7	3	4	-1	8	0	FC(F)(F)c1cnc(N2CCSCC2)c(Cl)c1
-1	0	-3.1	-4	-2	-3	8	8	-1	COc1cccc(C2C(C(=O)OC(C)C)=C(C)Nc3ncnn32)c1 (configuration not stated)
10	5	3.2	-4	0	8	10	-1	3	O=C(CN1C(=O)NC2(CCCCCC2)C1=O)NCc1ccc(Cl)cc1
7	11	0.3	28	-2	-4	-4	1	0	COc1ccc(CC(=O)OCC(=O)NCCc2ccccc2)cc1OC
-13	11	-0.9	-5	-6	-23	-13	4	-1	CC(C)Cn1c(Cc2ccccc2)n[nH]c1=S
0	6	-0.5	19	-5	-2	-2	19	1	COc1ccc(S(=O)(=O)N2CCN(C(=O)Nc3ccccc3OC)CC2)cc1
-4	-1	0.7	6	-3	-4	5	9	1	COc1ccc(NC(=O)c2sc3nc(N4CCOCC4)c4c(c3c2N)CC(C)(C)OC4)cc1
2	0	-1.7	7	2	-2	4	4	2	CCOc1cc2[nH]c(=S)n(CC3CCCO3)c(=O)c2cc1OCC (configuration not stated)
-7	-4	-1.6	16	-1	-14	-15	17	11	CC1CCN(S(=O)(=O)c2ccc3c(c2)c(=O)c(C(=O)NCc2ccco2)cn3C)CC1
4	7	-2.4	6	-3	-1	-5	-2	0	O=C(CC(c1ccccc1)c1ccccc1O)NCc1ccco1 (configuration not stated)
11	-3	nt	nt	-1	1	4	1	0	CCc1nc2c(OCc3ccc(F)cc3)cccn2c1N(C)C(=O)C(C)C
-1	11	-2.7	-23	-2	-2	-3	6	-2	CCc1cccc(CC)c1NC(=O)/C(C#N)=C/c1ccccc1C(F)(F)F
-4	1	0.6	-13	-3	-2	-3	5	1	CC1CN(CCOCCSc2ccccc2)CC(C)O1 (configuration not stated)
-10	10	-4.6	22	4	-15	1	14	16	COc1ccc(-c2noc(-c3ccccc3C(=O)NCc3ccco3)n2)cc1OC
0	-21	-1.9	2	0	-6	-2	1	6	CC(C)N(Cc1nc(-c2ccccc2)no1)C(=O)COc1ccccc1
-6	-5	4.6	4	5	-12	-13	7	11	Cc1ccc(Cl)cc1N1CCN(C(=O)COc2ccc(S(=O)(=O)NC(C)C)cc2)CC1
4	-7	0.1	-10	0	-4	-5	14	0	Cc1cccc2nc3c(nc12)-c1ccccc1C3=O
-1	-9	-0.8	4	-3	4	14	-3	1	C[C@H](NC(=O)Cc1cccc2ccccc12)C(=O)NCc1ccccc1
4	-2	-1.4	-101	-3	3	2	-2	7	CC(C)c1ccc(/C=C2\C(=O)N(CCN3CCOCC3)C(=S)N2C)cc1
-2	2	0.2	23	0	-1	-7	-2	0	O=C(CN(CCN1CCOCC1)C(=O)Cn1nnc(-c2ccc(F)cc2)n1)NC1CCCCC1
6	7	0.1	-2	-10	0	7	-3	1	COc1ccc(CN(C(=O)c2ccco2)C2CC(C)N(C)CC2C)cc1 (configuration not stated)
15	-2	-1.6	-9	-3	13	3	-1	2	Cc1ccc(Cn2nc(C)c(NC(=O)c3nn(C)cc3Cl)c2C)cc1
11	-5	0.8	-6	0	1	6	-3	0	COC(=O)c1cn(CC(=O)N2CCCCC2C)c2ccccc12 (configuration not stated)
13	-10	-4.0	-1	1	-2	8	-1	2	O=C(NC1CCCC1)C1CCCN(S(=O)(=O)c2cccc3cccnc23)C1 (configuration not stated)
-10	9	3.0	-10	0	-3	-3	9	3	COC(=O)c1cc(S(=O)(=O)Nc2cc(OC)cc(OC)c2)c[nH]1
-1	-2	-0.4	-15	-6	-1	4	5	4	CCOc1ccc(N(CC(=O)NCCc2ccc(C)cc2)S(=O)(=O)c2c(C)noc2C)cc1
7	3	-2.0	-14	-1	4	7	0	6	O=C(/C=C/c1cccc([N+](=O)[O-])c1)Nc1ccccc1N1CCOCC1
3	-4	-1.9	15	3	5	2	1	-1	Oc1ccccc1C=NCCCCCCN=Cc1ccccc1O
7	1	5.6	-23	-4	-1	13	2	7	CN(C)CCCN(C(=O)/C=C/c1cccs1)c1nc2c(F)cccc2s1
-20	-13	-1.2	-13	-6	-1	-8	-9	1	CCCCc1ccc(NC(=O)CSc2nc(=O)n(CCN(CC)CC)c3c2CCC3)cc1
3	0	5.7	-37	7	-6	0	4	4	CCOc1ccccc1C1c2[nH]c3ccccc3c2C[C@H]2C(=O)N(C3CC3)CC(=O)N12 (some centres not stated)

# Part of the list above in order of formula weight, rising.
M1 PAM	M4 antag	CRFR2-BP ag	CRFBP-R2 block	M5 ag	CHRM5 PAM	M4 PAM	CHRM5 antagonist	CHRM4 agonist	SMILES
-10	9	3.0	-10	0	-3	-3	9	3	COC(=O)c1cc(S(=O)(=O)Nc2cc(OC)cc(OC)c2)c[nH]1
7	3	-2.0	-14	-1	4	7	0	6	O=C(/C=C/c1cccc([N+](=O)[O-])c1)Nc1ccccc1N1CCOCC1
6	7	0.1	-2	-10	0	7	-3	1	COc1ccc(CN(C(=O)c2ccco2)C2CC(C)N(C)CC2C)cc1 (configuration not stated)
4	-2	-1.4	-101	-3	3	2	-2	7	CC(C)c1ccc(/C=C2\C(=O)N(CCN3CCOCC3)C(=S)N2C)cc1
-20	-13	-1.2	-13	-6	-1	-8	-9	1	CCCCc1ccc(NC(=O)CSc2nc(=O)n(CCN(CC)CC)c3c2CCC3)cc1

# (listing goes on)
M1 PAM	M4 antag	CRFR2-BP ag	CRFBP-R2 block	M5 ag	CHRM5 PAM	M4 PAM	CHRM5 antagonist	CHRM4 agonist	SMILES
4	-2	-0.5	-5	-4	2	1	0	0	CCCNC(=O)Cn1c(=O)n(CC(=O)N2CCCCC2)c(=O)c2sccc21
14	5	0.2	-6	0	2	1	4	3	Cn1c(SCC(=O)NCC2CCCO2)ncc(C(=O)Nc2ccccc2)c1=O (configuration not stated)
3	3	0.1	2	-13	1	0	3	1	O=c1c(Cc2c(F)cccc2Cl)c(O)ccn1CCCn1ccnc1
12	-2	-1.3	-5	-10	7	10	-9	3	O=S(=O)(c1ccc(Nc2ccc3c(c2)OCO3)nc1)N1CCOCC1
5	-6	0.5	10	-3	3	6	10	0	CCOc1cc2[nH]c(=O)n(CCCC(=O)NCc3ccco3)c(=O)c2cc1OCC
11	-2	-0.6	11	-6	6	6	3	0	CC(=O)C(Sc1ncnc2sc3c(c12)CCCC3)C(C)=O
5	-5	6.7	4	-1	4	9	-3	1	COC(=O)c1cnn(-c2nc(OC)cc(OC)n2)c1C
12	-3	-2.2	-20	1	6	5	2	1	CCC(=O)NC(=S)Nc1ccc2oc(-c3ccc(OC)cc3)nc2c1
6	6	3.3	-3	-1	5	-2	-6	4	CC(C)(C)C(=O)NNC(=O)COc1ccc2ccccc2c1Br
-3	10	0.9	6	0	0	-2	15	0	COc1ccc(N(CC(=O)NCC2CCCO2)C(=O)CCC(=O)Nc2nccs2)c(OC)c1 (configuration not stated)
13	-6	-1.0	21	-3	9	7	-14	1	COc1ccc(N2C(=O)C(Cl)=C(N3CCCC3)C2=O)cc1
4&10	-7&-9	0.5&-0.1	10&-12	1&1	11&-3	5&-3	4&0	0&1	C=CCn1c(P(C)(=O)O)nc2ccccc21
-1	0	-1.1	25	-1	-8	-7	-1	0	COc1ccc2c(=O)c(-c3ccccc3)coc2c1
0	1	-0.1	5	1	-1	-3	8	4	CC(=O)c1cc(C#N)c(SCc2ccc([N+](=O)[O-])cc2)nc1C
2	5	10	-41	-2	14	12	-6	0	O=S(=O)(c1ccc(Oc2ccc(Br)cc2F)nc1)N1CCCCC1
4	3	-0.8	-32	1	3	-18	-4	1	NNC(=O)c1[nH]c2ccc(Cl)cc2c1-c1ccccc1
5	-12	-1.6	-14	-11	4	4	-1	1	COc1ccc(C)cc1NC(=O)CN(c1ccccc1)S(C)(=O)=O
nt	-17	nt	nt	-5	1	4	-2	-2	CCCc1c(-c2ccc(F)cc2F)ncn1Cc1ccccc1OC
8	-6	-2.5	-11	-7	14	10	-7	0	CC(C)Nc1nc(NC(C)C)nc(Oc2ccc(/C=N/O)cc2)n1
6	-10	1.0	-12	-2	2	-5	5	0	Cc1ccccc1CCN1CCCC(CN(C)CC(C)(C)C)C1 (configuration not stated)
5	-7	-0.1	82*	-2	3	-1	-5	1	Cc1cccc(OCCCC(=O)NC(C)C)c1
13	5	-1.0	-11	-1	6	-2	2	0	CC1CCCCN1C(=O)C12CCC(C)(/C(=N/O)C1)C2(C)C (configuration not stated)
-17	2	4.0	-16	6	-36	-10	12	22	O=C(CNc1cccc(S(=O)(=O)N2CCCC2)c1)Nc1cccc(C(F)(F)F)c1
-15	-1	-2.2	0	-8	4	-8	-7	2	COc1cccc(CN2CCC(Oc3ccc(C(=O)NCc4ccccn4)cc3)CC2)c1
1	-12	-1.4	30	0	12	16	0	-1	COc1nc(OC)nc(N2CCC(C(=O)NCc3cccs3)CC2)n1
1	-1	0.4	-2	-4	-2	6	0	1	O=c1c2ccccc2ncn1CCCCOc1ccc(Br)cc1
6	21	-0.6	8	0	12	15	-7	2	COC(=O)c1ccccc1NC(=S)N1CCN(c2ccc(OC)cc2)CC1
2	2	1.1	-4	-5	0	-4	1	1	Clc1ccc(/C=N/N2CCN(Cc3ccccc3Cl)CC2)cc1
10	12	1.9	-12	-1	-3	-6	0	0	O=C(O)CCCCCNS(=O)(=O)c1c(Cl)cccc1Cl
7	9	-0.1	6	1	-3	-2	5	1	COc1ccc(OC)c(-c2c[n+](=O)c3c(n2[O-])CCCC3)c1
8	-1	nt	nt	1	1	3	1	0	O=C(CN1CCOCC1)NN=Cc1ccc([N+](=O)[O-])o1
